Screening data (PubChem)
STK33 kinase inh – human STK33 kinase inhibition | 0.073% of 320,000 active | inhibition, % at 10 µM | purified STK33, MBP phosphorylation, ADP-Glo luminescence | AID 2661 | Q9BYT3;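 active = inhibition at or above 25%, using the most active replicate where run in duplicate; inactive = inhibition below 25%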
Target sequence (Q9BYT3 whole entry, looked up): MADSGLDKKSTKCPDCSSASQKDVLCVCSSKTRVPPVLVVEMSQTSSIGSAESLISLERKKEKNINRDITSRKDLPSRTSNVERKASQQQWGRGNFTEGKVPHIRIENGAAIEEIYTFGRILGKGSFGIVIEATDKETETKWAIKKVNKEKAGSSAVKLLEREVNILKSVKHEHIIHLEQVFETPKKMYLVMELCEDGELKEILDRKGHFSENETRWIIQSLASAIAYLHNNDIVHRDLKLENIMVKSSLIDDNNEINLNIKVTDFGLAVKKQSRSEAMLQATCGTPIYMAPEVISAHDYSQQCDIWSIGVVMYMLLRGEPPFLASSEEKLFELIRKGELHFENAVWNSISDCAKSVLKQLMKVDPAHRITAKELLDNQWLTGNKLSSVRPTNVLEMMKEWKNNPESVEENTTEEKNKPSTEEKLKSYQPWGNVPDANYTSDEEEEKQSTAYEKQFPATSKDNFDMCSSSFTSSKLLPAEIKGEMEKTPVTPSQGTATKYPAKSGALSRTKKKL
The depositor's hits bear a star.

SMILES	STK33 kinase inh
COc1ccc(-c2oc(=O)c3cc(OC)c(OC)cc3c2/C=C/c2ccc([N+](=O)[O-])cc2)cc1	1.2
CCCCNc1c(-c2ccc(OC)c(SC3CCCCC3)c2)nc2ccc(Cl)cn12	-1.5
CCCn1c(N)c(N(CCOC)C(=O)CSc2ccccc2)c(=O)[nH]c1=O	-0.9
O=C(CSc1ncccn1)Nc1ccc(Cl)c(S(=O)(=O)N2CCOCC2)c1	-0.9
Nn1c(SCC(=O)NC2CCCc3ccccc32)nnc1C1CC1 (stereo not drawn)	0.8
Cc1ccccc1C(=O)O[C@H]1[C@H](Cc2ccccc2)NS(=O)(=O)[C@H]2CC3C=C[C@]12O3	-0.2
O=C1CCC/C=C/C[C@H](CC(=O)N(CCO)Cc2ccccc2)C(=O)N[C@@H](Cc2ccccc2)CO1	0.2
O=C(CN1C(=O)NC2(CCCCCC2)C1=O)N1CCCCC1	0.4
O=C(COc1ccc(Cl)cc1)OCC(=O)c1ccc[nH]1	-1.1
Cc1cc(C)c(NC(=O)CNC(=O)c2ccc3ncsc3c2)c(C)c1	1.8
Cc1c(C(=O)N2CCN(S(=O)(=O)c3cc(F)ccc3F)CC2)oc2ccccc12	0.4
CN(C)C(=O)c1ccc(NC(=O)COC(=O)Cn2cc(C(F)(F)F)ccc2=O)cc1	-0.2
COc1ccccc1-n1cnnc1SC(C)C(=O)NCC1CCCO1 (stereo not drawn)	-1.0
C[C@H](CO)N1C[C@H](C)[C@@H](CN(C)S(=O)(=O)c2cn(C)cn2)Oc2c(NS(=O)(=O)c3ccc(F)cc3)cccc2C1=O	-0.6
COc1ccccc1N(C)S(=O)(=O)c1ccc(C(=O)Nc2ncc(C)s2)cc1	1.9
Cc1ccc2nc(N3C(=O)C(O)=C(C(=O)c4ccc(C)o4)C3c3ccc(O)cc3)sc2c1 (stereo not drawn)	0.6
N#Cc1ccc(C(=O)Nc2cccc(S(=O)(=O)NC3=NCCC3)c2)cc1	-0.7
C/C(=N\NC(=O)c1cccc(S(=O)(=O)N2CCOCC2)c1)c1ccc(O)cc1	0.4
O=c1oc(CCCO)cc2ccc(C#Cc3cccnc3)cc12	0.9
O=C(CN1C(=O)NC2(CCCCC2)C1=O)Nc1ccccc1N1CCCCC1	-1.1
CC(C)CN(C(=O)CSc1nnc2ccccn12)C1CCS(=O)(=O)C1 (stereo not drawn)	0.3
Cc1ccc(C(C)C)c(OCC(=O)NNC(=O)Cn2[nH]c(=O)c3ccccc3c2=O)c1	-0.7
CCN1CCN(S(=O)(=O)c2ccc(Cl)c(C(=O)NC3CCC(C)CC3)c2)CC1 (stereo not drawn)	0.8
COc1ccc(-c2c(C#Cc3ccsc3)c3cc(-c4ccc(OC)nc4)ccc3n2C)cc1	-2.1
CC1CC(=O)Nc2ccccc2N1C(=O)CSc1ncnc2sccc12 (stereo not drawn)	-0.9
Cc1nc(SC(C)C(=O)Nc2c(C)n(C)n(-c3ccccc3)c2=O)nc(C)c1C (stereo not drawn)	-0.9
CCCCN(C(=O)C1CCC1)c1c(N)n(Cc2ccccc2)c(=O)[nH]c1=O	0.8
C=CCN(c1ccccc1OC)S(=O)(=O)c1cccc(C(=O)OCC(=O)N2CCOCC2)c1	-0.1
COc1cccc(NC(=O)CN2C(=O)NC3(CCc4ccccc43)C2=O)c1 (stereo not drawn)	-0.7
COc1cc(OC)cc(C(=O)NNC(=O)CCNS(=O)(=O)c2ccc(Br)cc2)c1	0.0
COc1ccc(C(=O)OCC(=O)NC23CC4CC(CC(C4)C2)C3)c(OC)c1OC	-0.6
COc1ccccc1CNC(=O)COC(=O)c1cc(=O)c2ccccc2o1	-1.3
CC(C)CN(C(=O)CN(C)CC(=O)Nc1ccccc1C#N)c1c(N)n(CC(C)C)c(=O)[nH]c1=O	-0.6
CC(C)(C)c1ccc(C(=O)NCCC(=O)NNC(=O)COc2ccccc2F)cc1	-1.3
CC(=O)Nc1ccc(S(=O)(=O)N[C@@H](C)C(=O)OCC(=O)NC2CCCC2)cc1	-0.9
CCCN1C(=O)C(=O)c2cc(Cl)ccc21	-0.6
C[C@H](CO)N1C[C@H](C)[C@@H](CN(C)S(=O)(=O)c2cn(C)cn2)Oc2ccc(NC(=O)Cn3cnnn3)cc2C1=O	-1.1
Cc1nn(-c2ccc(C(=O)NCC(c3ccco3)N3CCCC3)cc2)c(C)c1Cl (stereo not drawn)	-1.0
CC(C)(C)OC(=O)C[C@@H]1C/C=C\C[C@@H](CC(=O)N(CCO)Cc2ccccc2)C(=O)N[C@H](Cc2ccccc2)COC1=O	-0.6
O=C(c1ccc2ccccc2n1)N1CCN(S(=O)(=O)c2ccc(Cl)cc2)CC1	-1.9
O=C(COC(=O)CC1CC2CCC1C2)Nc1ccc(Cl)c(S(=O)(=O)N2CCOCC2)c1 (stereo not drawn)	-0.9
O=C(C1=COCCO1)N1CCN(S(=O)(=O)c2cccc(Br)c2)CC1	1.4
Cc1ccc(CN(C)C(=O)CN2C(=O)NC(c3ccccc3)(c3ccccc3)C2=O)c(C)c1	0.3
Cc1cc(C(=O)NC2CCC(O)CC2)c(C)o1 (stereo not drawn)	0.2
COc1cccc(-c2c(-c3cc(OC)cc(OC)c3)n(C)c3ccc(-c4ccc5[nH]ccc5c4)cc23)c1	-1.3
O=C(Cn1cc(C(F)(F)F)ccc1=O)Nc1ccc2c(c1)OCCO2	-0.2
C=CC[C@@H](CC(=O)N[C@@H](CO)Cc1ccccc1)C(=O)N[C@@H](C)COC(=O)[C@@H](CC=C)Cc1ccc(F)cc1	-0.2
O=C(NCC1COc2ccccc2O1)c1cccc(S(=O)(=O)N2CCCCC2)c1 (stereo not drawn)	-1.2
C[C@@H]1CN([C@@H](C)CO)C(=O)c2cccc(NC(=O)c3nc4ccccc4s3)c2O[C@@H]1CN(C)CC1CC1	-0.1
CC(Sc1nc(N)cc(=O)[nH]1)C(=O)NNC(=O)c1cccc(Cl)c1 (stereo not drawn)	3.1
O=C(COC(=O)CNC(=O)c1ccccc1F)Nc1ccc2c(c1)OCO2	0.4
CC1CN(C(=O)COC(=O)/C=C/c2ccc(C(F)(F)F)cc2)CC(C)O1 (stereo not drawn)	4.8
CCOc1ccc(S(=O)(=O)N2CCC(C(=O)NCc3ccccc3CN3CCCC3)CC2)cc1	0.0
CCCN(C(=O)c1cnccn1)c1c(N)n(Cc2ccccc2)c(=O)[nH]c1=O	-1.0
Cc1cccc(Nc2nnc(SCC(=O)c3c(N)n(C4CC4)c(=O)[nH]c3=O)s2)c1C	-1.1
CCOc1ccc(OCCNC(=O)c2oc3ccccc3c2COC)cc1	1.3
C[C@H]1CN([C@@H](C)CO)C(=O)c2cc(NC(=O)C3CCCCC3)ccc2O[C@H]1CN(C)S(=O)(=O)c1ccccc1	-1.3
C[C@@H]1CN([C@@H](C)CO)C(=O)c2cccc(NC(=O)c3ccncc3)c2O[C@@H]1CN(C)Cc1ccc(-c2ccccc2)cc1	0.9
O=C(COC(=O)c1ccc(O)cc1O)NNC(=O)c1cccs1	-0.5
NC(=O)C1CCN(c2nc(-c3ccccc3F)cs2)CC1	-0.8

New compounds follow:
SMILES	STK33 kinase inh
Cc1noc(C)c1NC(=O)Nc1ccc2c(c1)C(=O)N([C@H](C)CO)C[C@H](C)[C@@H](CN(C)C(=O)Nc1ccc3c(c1)OCO3)O2	-0.5
O=S(=O)(Nc1cc(S(=O)(=O)N2CCOCC2)ccc1Cl)c1ccccc1	0.9
C[C@H](CO)N1C[C@H](C)[C@@H](CN(C)C(=O)Nc2ccccc2)Oc2ccc(NC(=O)CCN3CCOCC3)cc2C1=O	-1.2
CC(C)(OC(=O)c1ccc(F)cc1)c1cc2ccccc2c(=O)o1	-0.7
COC(=O)c1ccc(CNC(=O)c2ccc(OC)c(S(=O)(=O)NC3CCCC3)c2)cc1	0.8
CC(C)n1ncc2c(C(=O)N3CCN(Cc4ccc(Br)s4)CC3)cc(C3CC3)nc21	-0.3
CS(=O)(=O)c1ccc(Cl)c(NC(=O)CSc2nnc(-c3cccs3)n2N)c1	-0.4
O=C(Nc1cc([N+](=O)[O-])ccc1F)C1CCN(S(=O)(=O)c2cccs2)CC1	1.1
COc1cc(Cl)c(C)cc1NC(=O)COC(=O)c1ccc(CN2CCCC2=O)cc1	-0.5
CCC1(CC)NC(=O)N(CC(=O)N2CCN(c3ccccc3F)CC2)C1=O	-0.2
Cc1cc(C(=O)COC(=O)/C=C/c2ccc(F)cc2)c(C)n1C	-0.1
Cc1ccc(CN(C)C(=O)c2cccc(S(=O)(=O)N3CCc4ccccc4C3)c2)o1	-0.5
CC(=O)c1ccc(Cl)c(Cl)c1Cl	-0.1
CC(=O)c1ccc(N(CC(=O)NC2CCS(=O)(=O)C2)S(=O)(=O)c2ccc(Cl)cc2)cc1 (stereo not drawn)	-1.1
CC(NC(=O)COC(=O)CCC(=O)c1ccc(Cl)cc1)c1ccccc1 (stereo not drawn)	0.0
COc1ccc(C(=O)C(C)OC(=O)CCN2C(=O)C3CC=CCC3C2=O)cc1 (stereo not drawn)	-0.7
CSCCC(NC(=O)c1ccco1)C(=O)NCCc1ccc(F)cc1 (stereo not drawn)	6.3
NC(=O)CC[C@H](NC(=O)c1ccc(Cl)cc1)C(=O)NNC(=O)COc1cccc(Br)c1	-1.1
Cc1ccccc1-c1cc(C(=O)NCc2ccco2)n(CC2CC(c3cccnc3)=NO2)n1 (stereo not drawn)	-2.3
COc1cccc2cc(C(=O)OCC(=O)N3CC(C)OC(C)C3)c(=O)oc12 (stereo not drawn)	1.8

Ordered by the number under STK33 kinase inh (low to high): five of the compounds above.
SMILES	STK33 kinase inh
Cc1ccccc1-c1cc(C(=O)NCc2ccco2)n(CC2CC(c3cccnc3)=NO2)n1 (stereo not drawn)	-2.3
C[C@H](CO)N1C[C@H](C)[C@@H](CN(C)C(=O)Nc2ccccc2)Oc2ccc(NC(=O)CCN3CCOCC3)cc2C1=O	-1.2
NC(=O)CC[C@H](NC(=O)c1ccc(Cl)cc1)C(=O)NNC(=O)COc1cccc(Br)c1	-1.1
CC(C)(OC(=O)c1ccc(F)cc1)c1cc2ccccc2c(=O)o1	-0.7
O=S(=O)(Nc1cc(S(=O)(=O)N2CCOCC2)ccc1Cl)c1ccccc1	0.9

Four compounds out of the list, ordered by number of heavy atoms, largest number first.
SMILES	STK33 kinase inh
Cc1ccccc1-c1cc(C(=O)NCc2ccco2)n(CC2CC(c3cccnc3)=NO2)n1 (stereo not drawn)	-2.3
CC(=O)c1ccc(N(CC(=O)NC2CCS(=O)(=O)C2)S(=O)(=O)c2ccc(Cl)cc2)cc1 (stereo not drawn)	-1.1
COc1cc(Cl)c(C)cc1NC(=O)COC(=O)c1ccc(CN2CCCC2=O)cc1	-0.5
COc1cccc2cc(C(=O)OCC(=O)N3CC(C)OC(C)C3)c(=O)oc12 (stereo not drawn)	1.8

Continued.
SMILES	STK33 kinase inh
CCc1ccc(NC(=O)COC(=O)c2nc3nc(C)cc(C)n3n2)cc1	-1.2
CCCNC(=O)C(Cc1cccc(Cl)c1)NC(=O)c1ccccc1 (stereo not drawn)	0.5
COCCCNC(=O)Cn1ccc(NC(=O)OCc2ccccc2)nc1=O	-0.2
COc1ccccc1C(=O)NCCC(=O)OCC(=O)Nc1ccc(S(N)(=O)=O)cc1	-0.3
COc1cccc(OC)c1C(=O)OCc1c(-c2ccccc2)ncc2ccccc12	-0.9
CCC[C@@H](CN1CCC[C@H]1CN1C(N)=NC[C@@H]1Cc1ccccc1)N1C[C@@H](Cc2ccccc2)N(CCc2ccc(Cl)c(Cl)c2)C1=N	4.4
Cc1ccc(C=NNC(=O)c2cc(-c3cccnc3)nc3ccccc23)o1	-0.7
CCn1c(C)cc(C(=O)CSc2nnnn2C2CCCC2)c1C	-3.8
Cc1ccc(NC(=O)c2nc[nH]c2C(=O)N[C@H](C)c2ccccc2)cc1	-2.5
CCOC(=O)c1ccc(NC(=O)CCCN2C(=O)NC3(CCCC3)C2=O)cc1	0.2
O=C1C=C(c2ccc3ncccc3c2)C[C@@H](c2ccc(Cl)cc2)C1	0.1
COc1ccc(S(=O)(=O)N2CCOCC2)cc1NC(=O)CN1C(=O)CN(C)C1=O	-1.4

A run of entries from the list above, for reference:
SMILES	STK33 kinase inh
Cc1ccc(NC(=O)c2nc[nH]c2C(=O)N[C@H](C)c2ccccc2)cc1	-2.5
CCOC(=O)c1ccc(NC(=O)CCCN2C(=O)NC3(CCCC3)C2=O)cc1	0.2
O=C1C=C(c2ccc3ncccc3c2)C[C@@H](c2ccc(Cl)cc2)C1	0.1
COc1ccc(S(=O)(=O)N2CCOCC2)cc1NC(=O)CN1C(=O)CN(C)C1=O	-1.4

The list is partial; rates above refer to the full screens.
